Apoferritin bind: candidate novel general anesthetic via apoferritin binding; 350,000 tested, 0.074% active; P02791; AID 485281; apoferritin/1-aminoanthracene competitive binding, fluorescence; Potency, µM (titrated, usually from 77.5 µM), for the others: top-dose activity change, negative = displacement, most hits filed as inhibitors; also: potency is read from the fitted curve at half-maximal effect; % is scaled to controls: 0 for no effect and ±100 for the full control effect; nearly all actives have a fitted effect of over 20% in size
Target sequence (P02791 2-175 limits assumed): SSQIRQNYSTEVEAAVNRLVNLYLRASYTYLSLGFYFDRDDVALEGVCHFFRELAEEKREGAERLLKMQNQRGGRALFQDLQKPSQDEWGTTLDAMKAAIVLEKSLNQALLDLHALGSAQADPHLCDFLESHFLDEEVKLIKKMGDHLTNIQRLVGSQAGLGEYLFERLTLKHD
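In PBS, apoferritin at 10 uM is loaded with 1-AMA from a 50% saturated solution. After 10 min of compound exposure at ambient temperature, reduced 535 nm fluorescence indicates probe displacement.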
Pol iota inh: DNA polymerase iota (human) inhibition | Q9UNA4 | Pol iota fluorescent replication assay, 10 min | Potency, µM (highest dose often 115 µM), for inactives: at the highest dose activity, negative = inhibition, most hits filed as inhibitors | 390,000 tested, 1% active; also: potency is read from the fitted curve at half-maximal effect
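Fluorescent replication assay read twice, at 0 min and 10 min after adding 50 nM (final) substrate. Enzyme (10 nM) and compounds were first incubated 15 min at room temperature; enzyme-free buffer wells were negative controls.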
BLM helicase inh: inhibitors of human Bloom syndrome helicase BLM | P54132 | recombinant BLM DNA unwinding, fluorescence dequenching | Potency, µM (top dose mostly 56.1 µM), inactives show top-dose activity change, negative = inhibition, hits mostly inhibitors | 350,000 tested, 0.2% active;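 also: potency is read from the fitted curve at half-maximal effect; plate controls were vehicle for no effect and no enzyme for full effect; nearly all actives have a fitted effect of over 35% in size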
POLB inh: DNA polymerase beta (human) inhibition. AID 485314. Pol beta primer extension/strand displacement, fluorescence kinetic. Potency, µM (top dose mostly 114 µM), inactives show at the top dose activity change, negative = inhibition, actives largely listed as inhibitors. 340,000 tested, 1.3% active. P06746; also: potency is read from the fitted curve at half-maximal effect; % is scaled to controls: 0 for no effect and ±100 for the full control effect
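Preincubation: enzyme (10 nM) with compound, 15 min, RT. Reaction: substrate added to 50 nM final. Reads: 0 and 10 min. Analysis: normalized, Hill fit.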
Pol kappa inh: DNA polymerase kappa (human) inhibition; purified Pol kappa, fluorescent DNA synthesis assay, 10 min; Potency, µM (top dose mostly 107 µM), for inactives: top-dose activity, negative = inhibition, actives largely listed as inhibitors; 400,000 tested, 0.53% active; AID 588579; also: potency is read from the fitted curve at half-maximal effect; % is scaled to controls: 0 for no effect and ±100 for the full control effect
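Kinetic fluorescence readout at 0 and 10 min followed reaction start with substrate at 50 nM final. Beforehand, enzyme (10 nM Pol kappa) stood 15 min with compound at room temperature; buffer-only wells were negative controls.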
TRHR ag: TRH receptor (human) agonism; P34981; activation, % at 2 µM; AID 493084; 360,000 tested, 0.18% active; TRHR cells, calcium flux fluo-8, FDSS agonist mode; in the data active = activation above about 30%; also: 0% is about no effect
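Steps: seed TRHR cells overnight; add fluo-8 no-wash Ca dye, RT 30 min–1.5 h; record 10 s baseline; pin-transfer compounds; monitor fluorescence 1 cycle/s for the agonist window. Calcium increases flag candidate agonists.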
ERG-DNA inh: inhibitors of human ERG Ets domain-DNA interaction | 370,000 tested, 0.028% active | fluorescence polarization, His-ERG Ets domain / labelled DNA | Potency, µM (highest dose often 76.9 µM), for the others: top-dose FP activity, negative = inhibition, usual class: inhibitors | P11308; active = well fitted inhibition curve with a large enough effect in the polarisation, with a control signal flat; inconclusive = small, poorly fitted or top-dose-only effect, or effect the other way, or a change in a side signal; inactive = no such curve, though single readings can be large or run the other way; the % refers to the polarisation;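 also: polarization taken with two DNA probes labelled with fluorescein and Texas red; potency is read from the fitted curve at half-maximal effect; % of control where 0% means no effect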
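His-tagged ERG Ets domain (1 uM in the protein solution; 300mM KCl, 50mM Tris-HCl, 1mM EDTA, 1mM DTT, pH 7.5) received compound, then a probe mix of 5 nM fluorescein-DNA and 100nM Texas-615-DNA. Fluorescence polarization was read for both dyes.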
APE1 inh: inhibitors of human APE1 endonuclease; Potency, µM (doses to about 65.8 µM), for inactives: top-dose activity change, negative = inhibition, actives largely listed as inhibitors; AID 2517; P27695; recombinant APE1, TAMRA/BHQ-2 abasic DNA cleavage fluorescence; 350,000 tested, 0.35% active;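 also: potency is read from the fitted curve at half-maximal effect; plate controls were vehicle for no effect and reference inhibitor for full effect; nearly all actives have a fitted effect of over 55% in size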
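Enzyme (0.75 nM final) and test compound are incubated 15 min at room temperature before adding 50 nM quenched THF abasic-site duplex. Cleavage dequenches TAMRA, followed at 525/598 nm over three reads one minute apart.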
ALOX12 inh: blocks human arachidonate 12S-lipoxygenase; P18054; purified 12hLO, xylenol orange hydroperoxide absorbance; Potency, µM (top dose mostly 108 µM), without a hit: top-dose activity change, negative = inhibition, hits mostly inhibitors; 580,000 tested, 1.1% active; also: potency is read from the fitted curve at half-maximal effect; % is scaled to controls: 0 for no effect and ±100 for the full control effect
Target sequence (P18054 whole entry, looked up): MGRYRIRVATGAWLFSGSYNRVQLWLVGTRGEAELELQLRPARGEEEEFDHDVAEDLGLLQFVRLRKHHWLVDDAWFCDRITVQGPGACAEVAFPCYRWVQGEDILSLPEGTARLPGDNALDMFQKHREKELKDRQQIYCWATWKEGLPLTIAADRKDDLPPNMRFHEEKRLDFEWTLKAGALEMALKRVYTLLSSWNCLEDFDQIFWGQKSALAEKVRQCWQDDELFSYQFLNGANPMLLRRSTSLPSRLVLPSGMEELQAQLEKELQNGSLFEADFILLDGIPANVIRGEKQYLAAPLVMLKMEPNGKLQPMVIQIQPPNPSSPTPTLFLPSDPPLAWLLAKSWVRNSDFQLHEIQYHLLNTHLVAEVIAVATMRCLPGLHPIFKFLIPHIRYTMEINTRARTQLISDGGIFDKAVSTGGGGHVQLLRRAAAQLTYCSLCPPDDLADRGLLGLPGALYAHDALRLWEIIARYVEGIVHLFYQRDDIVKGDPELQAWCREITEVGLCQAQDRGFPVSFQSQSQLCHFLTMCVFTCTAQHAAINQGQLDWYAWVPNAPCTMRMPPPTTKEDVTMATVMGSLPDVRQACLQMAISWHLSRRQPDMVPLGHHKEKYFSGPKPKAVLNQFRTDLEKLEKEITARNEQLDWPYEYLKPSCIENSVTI
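Purified human 12hLO (150 nM final) in 25 mM Hepes, 0.01% Triton X-100, pH 7.0 was preincubated 15 min at room temperature with compound. Then 40 uM arachidonic acid was added, 30 min. Hydroperoxide was read by Fe-XO absorbance ratio 573/405 nm.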
An asterisk follows results filed as active; ? = inconclusive; . = no result given; & = joins results of further samples; [ ] = remark or other dose. Unless noted, calls follow the shape of the dose curve; as a rule, active = well fitted curve in the direction sought with a large enough effect; inconclusive = small, poorly fitted or top-dose-only effect, or another doubt; inactive = no such curve, though single readings can be large; an effect the other way counts as inactive or inconclusive. A portion of the library. The share of hits here may be higher or lower than overall.

#	Structure	Apoferritin bind	Pol iota inh	BLM helicase inh	POLB inh	Pol kappa inh
1	Cc1ccc(-c2noc(-c3ccc(N4CCCCC4)c([N+](=O)[O-])c3)n2)cc1	-11%	?	0%	?	-3%
2	CC(C(=O)NCC(=O)Nc1ccc(F)c(F)c1F)N1CCN(Cc2ccc(C#N)cc2)CC1 (stereo not drawn)	.	8%	.	.	-15%
3	CCOC(=O)c1ccc(NC(=O)CCc2nc(-c3cccc(C)c3)no2)cc1	-11%	17%	-7%	-27%	-7%
4	COCC(C)n1c(COc2ccccc2F)nnc1SCC(=O)c1c(N)n(C)c(=O)n(C)c1=O (stereo not drawn)	-8%	46%[activator]	-3%	?	2%
5	Cc1cc(C)cc(NC(=O)c2cc(S(=O)(=O)N3CCc4ccccc43)cn2C)c1	198%[activator]	-7%	-12%	0%	-2%
6	COc1ccc(C2NC(=O)NC(C)=C2C(=O)OC2CCC(C)CC2)cc1 (stereo not drawn)	?	17%	-8%	21%	-9%
7	COc1ccc(C)cc1NC(=O)C(OC(=O)c1cnccn1)c1ccccc1 (stereo not drawn)	.	33%[activator]	.	.	-12%
8	COC(=O)C1=C(C)N(Cc2ccccc2)C(=NCc2ccccc2)N[C@H]1c1ccccc1	?	-9%	-7%	10%	-5%
9	CC(=O)Nc1ccc(NC(=O)c2oc3ccc4c(c3c2C)C(=O)CC(C)(C)O4)cc1	?	48%[activator]	-14%	-21%	-13%
10	CN1CCN(c2ccccc2NC(=O)c2ccc(OCc3ccccc3)cc2)CC1	7%	7%	-3%	0%	-7%
11	COc1ccc(N2CCN(C(=O)CCC(=O)N3Cc4ccccc4Oc4ncccc43)CC2)cc1	-10%	0%	0%	11%	-6%
12	CCCCCCn1c(CNC(=O)c2ccccc2)nc2ccccc21	-3%	13%	-1%	-17%	-22%

#	TRHR ag	ERG-DNA inh	APE1 inh	ALOX12 inh
1	-0.1	5%	.	-2%
2	0.1	-9%	-2%	272%[activator]
3	0.9	-2%	-6%	6%
4	0.0	15%	14%	-15%
5	0.3	-1%	.	-12%
6	0.2	3%	6%	-4%
7	0.1	5%	11%	-2%
8	3.8	-5%	6%&37%	?
9	-0.2	0%	.	-18%
10	-0.3	-1%	1%	?
11	-0.8	-2%	-28%	-13%
12	-0.6	9%	.	-6%

More records follow:
#	Structure	Apoferritin bind	Pol iota inh	BLM helicase inh	POLB inh	Pol kappa inh
13	CCOc1ccc(CC(C(N)=O)C(N)=O)cc1CN(C)C	-9%	5%	1%	25%	-15%
14	CC1CCCCC12NC(=S)N(c1ccccc1)N2 (stereo not drawn)	-3%	1%	1%	28%	-1%
15	CCOc1ccccc1C(=O)N1CCc2cc(OC)c(OC)cc2C1COc1ccc(OC)cc1 (stereo not drawn)	-4%	10%	-4%	-2%	2%[60.1 µM]
16	Cc1cccc(NS(=O)(=O)c2ccc([N+](=O)[O-])cc2)n1	-13%	97%[activator]	-3%	50%	5%
17	CCOC(=O)c1c(NC(=O)c2cc(CC)on2)sc(C(C)=O)c1C	-3%	3%	-5%	-3%	-1%
18	Cc1ccc(NC(=S)/N=C(\N)Nc2nc(C)c3ccccc3n2)cc1C	?	-1%	24%	3%	-1%
19	O=C(CN1CCN(c2ccccc2F)CC1)Nc1nnc(C(F)(F)F)s1	-10%	-14%	-3%	6%	-7%
20	COc1ccc(NC(=O)CSc2nncc(=O)n2N)cc1OC	-5%	8%	0%	42%	-6%
21	CCN(CC)S(=O)(=O)c1ccc(OC)c(NC(=O)c2cc([N+](=O)[O-])ccc2Cl)c1	-19%	5%	-1%	14%	2%
22	COc1ccc2oc(C(=O)NCc3ccco3)c(C)c2c1	-1%	-17%	-3%	-30%	-4%
23	COc1ccc(NC(=O)CN(C)S(=O)(=O)c2cnc[nH]2)cc1Cl	-6%&-6%	?	1%&0%	40%&33%	-6%&-2%
24	Cc1ccc(S(=O)(=O)N2CCC(C(=O)Nc3nnc(C)s3)CC2)cc1	-1%	15%	-1%	-2%	-4%

#	TRHR ag	ERG-DNA inh	APE1 inh	ALOX12 inh
13	0.2	6%	5%	10%
14	-0.7	-2%	2%	5µM*
15	-0.7	1%	.	-23%
16	2.6	2%	-9%	13%
17	0.4	5%	.	-2%
18	0.1	-3%	?	?
19	0.0	12%	1%	-7%
20	0.5	2%	-2%	-4%
21	0.3	-3%	-2%	0%
22	0.4	4%	23%	11%
23	0.4&1.1	-4%&-4%	-10%	-12%&-18%
24	-0.3	-10%	37%[12.4 µM]	5%

The list goes on:
#	Structure	Apoferritin bind	Pol iota inh	BLM helicase inh	POLB inh	Pol kappa inh
25	Cc1cccc(NC(=O)C2(C)CC3c4ccccc4C2c2ccccc23)c1 (stereo not drawn)	-2%	19%	4%	19%	-2%
26	O=[N+]([O-])c1ccc(S(=O)(=O)N2CCN(c3ccc(N4CCOCC4)nn3)CC2)cc1	.	?	.	.	-9%
27	CCOC(=O)Cc1ccc2sc(-c3ccccc3)nc2c1	-9%	3%	-1%	3%	-13%
28	CCOc1ccccc1-c1cc(C(=O)N/N=C/c2ccc(O)c(OC)c2)c2ccccc2n1	-9%	4%	-6%	7%	-9%
29	C=CCN1C(=O)N(c2ccc(Cl)cc2)C(=O)C1CC(=O)Nc1ccc(F)cc1 (stereo not drawn)	-6%	9%	-1%	2%	-9%
30	COc1ccc(CCNC(=O)C(=O)NCC2CCCN2S(=O)(=O)c2ccccc2)cc1OC (stereo not drawn)	.	75%[activator]	.	.	-4%
31	CC(=O)c1ccc(-n2nnnc2SCC(=O)N2CCc3ccccc3C2)cc1	-17%	45%[activator]	-17%	2%	-11%
32	O=C(COC(=O)CCCCCN=C1NS(=O)(=O)c2ccccc21)Nc1ccc(Cl)c(Cl)c1	-4%	59%[activator]	2%	3%	-27%
33	CCC(=O)N/N=C/c1ccc(-c2ccc([N+](=O)[O-])cc2)o1	-2%	-6%	-5%	?	-8%
34	COc1ccc(-c2cc3c(=O)n(CC(=O)Nc4ccc(Br)c(C)c4)ccn3n2)cc1OC	26%	26%	-7%	5%	-3%[60.1 µM]
35	CCOc1ccc(S(=O)(=O)N2CCC(C(=O)NC3CC3)CC2)cc1C	-5%	46%[activator]	1%	2%	2%
36	CC(C)C[C@@H](CNCC(=O)[C@H](Cc1ccccc1)NC(=O)c1[nH]cnc1C(=O)N[C@@H](C)CN)NC(=O)c1nc[nH]c1C(=O)N[C@@H](C)C(=O)O	.	?	.	.	2%

#	TRHR ag	ERG-DNA inh	APE1 inh	ALOX12 inh
25	-0.4	13%	-3%	125%[activator]
26	0.1	-15%	22%	-23%
27	-0.8	-8%	0%	7%
28	-0.5	3%	5%	-1%
29	0.6	-21%	0%	?
30	0.2	-12%	-2%	4%
31	-0.1	11%	3%	3%
32	-0.1	2%	-4%	0%
33	0.7	-8%	?	?
34	0.3	3%	.	-2%
35	-0.6	-12%	43%	15%
36	.	7%	.	46%[activator]

Entries from the list above with a furan ring, fused or not:
#	Structure	Apoferritin bind	Pol iota inh	BLM helicase inh	POLB inh	Pol kappa inh
9	CC(=O)Nc1ccc(NC(=O)c2oc3ccc4c(c3c2C)C(=O)CC(C)(C)O4)cc1	?	48%[activator]	-14%	-21%	-13%
22	COc1ccc2oc(C(=O)NCc3ccco3)c(C)c2c1	-1%	-17%	-3%	-30%	-4%
33	CCC(=O)N/N=C/c1ccc(-c2ccc([N+](=O)[O-])cc2)o1	-2%	-6%	-5%	?	-8%

#	TRHR ag	ERG-DNA inh	APE1 inh	ALOX12 inh
9	-0.2	0%	.	-18%
22	0.4	4%	23%	11%
33	0.7	-8%	?	?

Continued.
#	Structure	Apoferritin bind	Pol iota inh	BLM helicase inh	POLB inh	Pol kappa inh
37	O=C(c1cccnc1NCc1ccc(F)cc1)N1CCOCC1	-7%	5%	-1%	12%	-12%
38	O=S(=O)(c1ccccc1)N1CCN(C(=S)Nc2ccc(Br)cc2)CC1	-8%	3%	-10%	15%	-5%
39	CN(CC(=O)Nc1ccccc1N1CCCC1)S(=O)(=O)c1ccc(F)cc1	.	?	.	.	-17%
40	CN(C)c1ccc(/C=C2/SC(=O)N(CCN=C3NS(=O)(=O)c4ccccc43)C2=O)cc1	-4%	2%	-9%	-1%[57.1 µM]	-13%
41	CCn1c(COc2cc(C)ccc2C(C)C)nnc1SCC(=O)Nc1nccs1	-2%	-15%	-2%	-19%	1%
42	CCOc1ccc(NC(=O)CN(C)C(=O)CCCOc2ccc(Cl)c(C)c2)cc1OCC	8%	6%	-7%	18%	-11%
43	COc1cc([N+](=O)[O-])cc(/C=N/NC(=O)CSc2ccccn2)c1O	-7%	34%[activator]	-4%	10%	-5%
44	COc1ccccc1NC(=O)c1ccc(S(=O)(=O)N2CCOCC2)cc1	-11%	-2%	1%	4%	-4%

#	TRHR ag	ERG-DNA inh	APE1 inh	ALOX12 inh
37	0.1	3%	16%	-19%
38	1.9	3%	-19%	-21%
39	-0.3	8%	6%	-24%
40	16	4%	3%	6%
41	0.6	7%	0%	0%
42	1.1	-9%	-19%	?
43	-0.4	1%	9%	6%
44	-0.5	2%	0%	0%

Screening results: PubChem, National Center for Advancing Translational Sciences (NCATS)
